Source: PubChem BioAssay (Sanford-Burnham Center for Chemical Genomics)
Apaf-1 inh – human Apaf-1 inhibition. AID 489030. hit rate 0.71% among 330,000. inhibition, % at 20 µM. reconstituted apoptosome caspase-3 activity, DEVD-Rh110 fluorescence; active = inhibition of at least 40% at 20 µM;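 also: plate controls were DMSO wells for no effect and DEVD-CHO caspase inhibitor wells for full effect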
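Material: reconstituted apoptosome with Apaf-1, cytochrome c, caspase-9, procaspase-3, dATP. Technique: Rh110 fluorescence intensity. Buffer or medium: pH 7.5 Hepes buffer with CHAPS, BSA, DTT. Times: 30 min plus 50 min, RT.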
SENP7 block – SENP7 protease inhibition; Q9BQF6; recombinant SENP7, Z-RLRGG-aminoluciferin luminescence, 40 min; inhibition, % at 5 µM; hit rate 1.5% among 330,000;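 active = inhibition above about 50% at the single test dose, limit read from the data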;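 also: plate controls were DMSO with enzyme for no effect and no enzyme buffer wells for full effect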
Target sequence (Q9BQF6 706-1050 limits assumed): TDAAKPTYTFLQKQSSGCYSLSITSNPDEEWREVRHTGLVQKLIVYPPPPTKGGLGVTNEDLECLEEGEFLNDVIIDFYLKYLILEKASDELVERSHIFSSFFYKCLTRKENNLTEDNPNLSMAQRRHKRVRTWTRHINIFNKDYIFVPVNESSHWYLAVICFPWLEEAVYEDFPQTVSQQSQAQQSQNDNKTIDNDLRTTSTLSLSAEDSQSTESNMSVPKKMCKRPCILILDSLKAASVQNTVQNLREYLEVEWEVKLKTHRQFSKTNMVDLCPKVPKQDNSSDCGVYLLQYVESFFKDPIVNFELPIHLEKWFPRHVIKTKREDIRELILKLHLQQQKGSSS
SENP8 block-1 – blocks the human protease SENP8; Q96LD8; purified SENP8, Z-RLRGG-aminoluciferin cleavage, luminescence; inhibition, % at 10 µM; hit rate 1.2% among 330,000; AID 2540; in the data active = inhibition above about 50%
Target sequence (Q96LD8 whole entry, looked up): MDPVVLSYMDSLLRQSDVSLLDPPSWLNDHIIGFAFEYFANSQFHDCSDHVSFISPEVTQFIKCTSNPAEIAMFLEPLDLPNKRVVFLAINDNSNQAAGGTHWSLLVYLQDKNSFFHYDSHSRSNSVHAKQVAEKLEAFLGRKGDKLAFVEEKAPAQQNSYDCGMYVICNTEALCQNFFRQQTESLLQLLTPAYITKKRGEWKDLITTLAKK
SENP1 FRET inh – SENP1 (human) catalytic domain inhibition | Q9P0U3 | recombinant SENP1 catalytic domain, CyPet-SUMO1-YPet FRET cleavage | inhibition, % at 10 µM | hit rate 0.21% among 360,000;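 active = inhibition at least 30% at 10 µM, raw YFP signal under a set limit, fluorescence ratio 0.5 to 1.5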;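 also: 0% = enzyme with DMSO and 100% = no enzyme wells; some results filed as inactive read as strong as hits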
Target sequence (Q9P0U3 419-644 limits assumed): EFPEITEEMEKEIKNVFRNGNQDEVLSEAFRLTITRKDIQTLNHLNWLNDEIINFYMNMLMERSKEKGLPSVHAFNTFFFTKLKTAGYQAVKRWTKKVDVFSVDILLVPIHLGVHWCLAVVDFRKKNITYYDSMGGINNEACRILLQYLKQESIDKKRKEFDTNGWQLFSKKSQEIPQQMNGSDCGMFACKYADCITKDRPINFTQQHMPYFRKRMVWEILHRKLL
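Test system: recombinant human SENP1 catalytic domain, His6-tagged / Medium: pH 8 Tris buffer with EDTA, NaCl, BME, BSA, NP40, catalase / Also added: SUMO1 FRET substrate flanked by Cypet and Ypet, 25 nM / Times: 50 min reaction at room temperature / Signal: FRET, CFP and YFP emission / Control set: no-enzyme low control and enzyme-plus-DMSO high control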
SENP6 inh – SENP6 protease inhibition; hit rate 1.8% among 330,000; inhibition, % at 10 µM; Recombinant SENP6 catalytic domain, aminoluciferin luminescence;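 active = inhibition above about 50% at the single tested dose, limit read from the data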;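 also: plate controls were DMSO wells with enzyme for no effect and DMSO wells lacking enzyme for full effect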
PfG6PD inh – PfG6PD (Plasmodium falciparum) enzyme inhibition | inhibition, % at 20 µM | hit rate 0.78% among 350,000 | PfGluPho enzyme, NADPH resazurin-diaphorase fluorescence;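 active = inhibition reaching at least a set limit at 20 µM in the primary screen, cut at about 59% in these data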;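 also: 0% = DMSO wells with substrate and 100% = DMSO wells lacking glucose-6-phosphate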
HKDC1 inhibitor – blocks human hexokinase HKDC1 activity. hit rate 0.16% among 340,000. recombinant HKDC1, G6PDH/diaphorase resazurin coupled fluorescence. inhibition, % at 20 µM;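 active = inhibition above about 35% when tested at 20 µM, limit read from the data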;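 also: plate controls were DMSO wells with enzyme for no effect and DMSO wells lacking enzyme for full effect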
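Test system: recombinant HKDC1 (HK5) hexokinase enzyme, produced in-house; Amount: enzyme 5 µg/mL final; Buffer or medium: Tris pH 8.0 buffer with MgCl2, Tween-20, BSA, BME; Reagent: glucose and ATP substrates; Doses: 20 µM test compound, 1% DMSO; Incubation: 90 min reaction incubation at room temperature, dark; Detection: resorufin fluorescence at 613 nm.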
SENP8 block-2 – blocks human SENP8 cleavage of Nedd8 substrate. recombinant SENP8, Nedd8 substrate fluorescence. inhibition, % at 20 µM. hit rate 0.64% among 360,000. AID 602440; in the data active = inhibition mostly above about 40%, no sharp cut-off; inactive = mostly below about 27%
Starred values were filed as active, the others as inactive; · = no result given.

SMILES	Apaf-1 inh	SENP7 block	SENP8 block-1	SENP1 FRET inh	SENP6 inh	PfG6PD inh	HKDC1 inhibitor	SENP8 block-2
O=C(Nc1cccnc1)C1CCCN(S(=O)(=O)c2ccccc2)C1 (stereo not drawn)	4	3	-2	0	9	-18	5	13
CC1(c2ccccc2)ON(c2ccccc2C(F)(F)F)C1=O (stereo not drawn)	13	-8	-12	·	-2	·	·	·
CC(C)c1ccc(NC(=O)c2cnn(-c3ccccc3)c2NC(=O)c2ccco2)cc1	21	-9	-1	-1	-4	-5	-2	14
CCCCn1nnnc1SCC(=O)N1CCCC1	-2	0	0	-2	-2	0	0	5
COc1ccc(-n2c(O)cnc2Nc2nc(C)cc(C)n2)cc1OC	-17	1	-6	-1	-1	5	-8	7
CN(C)S(=O)(=O)c1cccc(NC(=O)COc2ccc(S(=O)(=O)N3CCOCC3)cc2Cl)c1	1	-1	-2	1	5	1	-9	11
Cc1ccc(CNC(=O)C2CC(c3ccccc3[N+](=O)[O-])=NO2)o1 (stereo not drawn)	1	16	-10	1	-20	-6	-8	14
COc1ccc(OC)c(Nc2nc(-c3ccncc3)nc3ccccc23)c1	11	-2	-10	1	-6	-12	2	-32
O=C(c1ccccc1)N1CCN(C(=O)c2ccncc2)CC1	4	2	6	-1	6	-8	-4	10
CCC(CC)C(=O)Nc1nnc(SCC(=O)NC2CC2)s1	5	-2	-7	2	-12	-11	-7	14
COc1cccc(N2C(=O)C(CC(=O)Nc3ccc(F)cc3)N(C3CCCCC3)C2=O)c1 (stereo not drawn)	3	-2	8	2	-1	4	-6	46*
COc1ccc(S(=O)(=O)Nc2c(NC3CCCCC3)c3ccccc3oc2=O)cc1OC	2	1	-2	-3	-9	9	-2	-73
Cc1ccc(NC(=O)CS(=O)CC(=O)N2CCN(c3ccccc3)CC2)cc1 (stereo not drawn)	11	1	9	1	-28	-13	-5	3
Cc1ccc(OCCN(C)C(=O)C2CCC(=O)N(Cc3ccccc3F)C2)cc1 (stereo not drawn)	-12	-2	-2	-1	-15	-1	-5	1
COc1ccc2c(c1)c1nnc(SCC(=O)Nc3ccccc3F)nc1n2C	-6	7	4	3	-9	-4	3	13
CN(C)c1ccc(N=Cc2nc(-c3ccccc3)oc2OC(=O)c2ccccc2)cc1	3	19	4	-29	18	11	-10	5
O=P1(c2ccccc2)C=Cn2c1cc1c2CCCC1 (stereo not drawn)	2	-5	-8	2	-33	-3	-14	-9
COc1ccc2c(C)c(CC(=O)N3C[C@H]4C[C@@H](C3)c3cccc(=O)n3C4)c(=O)oc2c1OC	-4	0	15	-5	2	4	-3	-207
C/C(=N\NC(=O)c1nnn(-c2nonc2N)c1-c1cccs1)c1cccnc1	0	0	4	3	5	27	1	8
O=C(COC(=O)c1ccccc1Br)NC1CCCCCCC1	21	12	-3	2	5	2	4	3
C/C(=N/NC(=O)c1ccccn1)c1ccc(O)cc1	-2	-5	-5	-3	10	-13	-5	-8
CCOC(=O)N1CCN(Cc2nc(-c3cccs3)no2)CC1	-12	-3	-4	0	-8	4	-4	22
CCc1nc2ccccc2n1CC(O)COc1ccc(NC(C)=O)cc1 (stereo not drawn)	-1	-5	-9	0	-4	-9	-8	18
Cc1ccc(N=Nc2c(N)n[nH]c2N)cc1	3	9	1	0	7	5	-4	29
CCOC(=O)c1ccc(NC(=O)CCNc2c(N3CCCC3)c(=O)c2=O)cc1	12	-8	-12	-2	-6	4	-8	22
COc1ccc2nc3ccccc3nc2c1NC(=O)c1ccccc1Cl	14	2	-1	19	8	8	-8	21
CCCc1cc(=O)[nH]c(SCC(=O)Nc2nc(-c3ccccc3)cs2)n1	6	9	8	-4	10	-4	-2	6
O=C(CCCOc1ccc(Cl)cc1)Nc1nncs1	11	-2	-1	0	-12	-6	0	3
O=C(NCCC1=CCCCC1)c1cc(S(=O)(=O)N2CCOCC2)ccc1F	7	10	-4	-1	3	-4	4	17
O=C(C1CCCCC1)N1CCCc2ccccc21	-8	1	3	-2	0	-7	-2	20

Looked up one by one from the entries so far (3):
SMILES	Apaf-1 inh	SENP7 block	SENP8 block-1	SENP1 FRET inh	SENP6 inh	PfG6PD inh	HKDC1 inhibitor	SENP8 block-2
CCCc1cc(=O)[nH]c(SCC(=O)Nc2nc(-c3ccccc3)cs2)n1	6	9	8	-4	10	-4	-2	6
COc1ccc2nc3ccccc3nc2c1NC(=O)c1ccccc1Cl	14	2	-1	19	8	8	-8	21
Cc1ccc(N=Nc2c(N)n[nH]c2N)cc1	3	9	1	0	7	5	-4	29

(continued)
SMILES	Apaf-1 inh	SENP7 block	SENP8 block-1	SENP1 FRET inh	SENP6 inh	PfG6PD inh	HKDC1 inhibitor	SENP8 block-2
CC(=O)NC(c1ccc([N+](=O)[O-])cc1)c1c(O)ccc2ccccc12 (stereo not drawn)	15	1	-4	1	11	20	0	19
COc1cccc(CN(C(=O)c2ccco2)C(C(=O)NC2CCCC2)c2cccnc2)c1 (stereo not drawn)	1	-3	-19	1	-31	-7	-3	14
O=C(NCc1ccc(Cl)cc1)c1cccc(NC(=O)c2ccccc2)c1	11	2	-2	-1	3	8	-12	16
O=C(/C=C/c1ccc([N+](=O)[O-])cc1)NCCSCc1ccco1	-4	4	-1	5	8	8	2	22
Cc1ccc(Cn2ccc(NC(=O)c3noc4c3CCc3ccccc3-4)n2)cc1	7	-8	-2	0	-10	-5	4	1
Cc1ccc2cc(CN(C(=O)c3cccs3)c3ccccc3)c(=O)[nH]c2c1	10	2	-10	1	-8	-10	0	-24
CCOC(=O)c1cc(C(=O)c2cc(F)ccc2O)coc1=N	-2	1	-1	-35	-10	5	-1	-192
COc1cccc(NC(=O)Nc2ccccc2Br)c1	2	82*	66*	2	90*	13	-6	4
COc1cccc(NC(=O)CN(C)CC(=O)Nc2cccc(C(F)(F)F)c2)c1	5	0	-3	3	9	19	0	17
O=C(NCc1ccc(F)cc1)C(=O)NCC1OCCN1C(=O)c1ccc(Cl)cc1 (stereo not drawn)	17	-6	-15	-3	-12	0	0	6

Of the compounds above, 3 have a thiophene ring, fused or not.
SMILES	Apaf-1 inh	SENP7 block	SENP8 block-1	SENP1 FRET inh	SENP6 inh	PfG6PD inh	HKDC1 inhibitor	SENP8 block-2
C/C(=N\NC(=O)c1nnn(-c2nonc2N)c1-c1cccs1)c1cccnc1	0	0	4	3	5	27	1	8
CCOC(=O)N1CCN(Cc2nc(-c3cccs3)no2)CC1	-12	-3	-4	0	-8	4	-4	22
Cc1ccc2cc(CN(C(=O)c3cccs3)c3ccccc3)c(=O)[nH]c2c1	10	2	-10	1	-8	-10	0	-24

Continued.
SMILES	Apaf-1 inh	SENP7 block	SENP8 block-1	SENP1 FRET inh	SENP6 inh	PfG6PD inh	HKDC1 inhibitor	SENP8 block-2
COc1ccc(-c2coc3cc(O)cc(O)c3c2=O)cc1OC	-23	0	-3	0	7	-12	-3	15
COc1ccc(-c2cn3cccc(C)c3n2)cc1Br	6	68*	59*	-1	-9	17	-6	-60
COc1ccc(NC(=O)CC2SC(=NCC3CCCO3)NC2=O)c([N+](=O)[O-])c1 (stereo not drawn)	-8	2	-7	1	6	-2	-5	10
O=C(CCC(=O)N1CCOCC1)NCc1cccc(C(F)(F)F)c1	-8	-3	4	4	-15	3	-7	8
CCOc1ccc(CCNC(=O)C(O)c2ccccc2)cc1 (stereo not drawn)	1	1	8	2	-6	-1	-8	16
Fc1ccc(CSc2nncn2NCc2ccccc2)cc1	3	-6	-11	-4	10	7	-1	10
CCOC(=O)c1ccc2c(c1)C1C=CCC1C(C(=O)O)N2 (stereo not drawn)	38	15	8	·	-29	·	·	·
COc1cc(CNC2CCCC2)cc(Cl)c1OCc1ccccc1Cl	19	-10	-13	1	-19	-4	5	30
CC(NC(=O)CSc1nnnn1C1CC1)c1ccccc1Br (stereo not drawn)	-1	4	-4	1	13	1	-6	10
N#Cc1c(-c2ccncc2)cc(-c2ccc(F)cc2)nc1N	6	-1	-3	-53	-25	-13	2	-291
Cc1ccc(S(=O)(=O)C2C(=O)N(C)C3(C)CC2c2ccccc2O3)cc1C (stereo not drawn)	11	8	6	1	17	29	-13	20
Cc1nn(CC(=O)NC(C)c2ccccc2)c(C)c1[N+](=O)[O-] (stereo not drawn)	-10	2	3	2	16	1	-3	7
COc1ccccc1NS(=O)(=O)c1cc([N+](=O)[O-])ccc1N/N=C/c1c[nH]c2ccccc12	15	-5	3	-24	24	15	8	21
O=c1[nH]c(SCc2cccc(F)c2)nc2ccccc12	10	-11	-14	1	-30	22	1	16
Cc1ccc(/C=N/n2c(C)cc(C)c(C#N)c2=O)o1	-8	0	-1	1	11	2	-2	-2
CSc1ccccc1NC(=O)c1cc(-c2cccs2)on1	-13	19	-9	2	-5	1	-7	5
COc1cc(/C=N\Nc2cc(=O)n(C)c(=O)n2C)ccc1O	2	1	-1	-5	0	-8	12	-22
CC(=O)NCC(=O)NNC1CC(=O)N(c2cccc(Cl)c2)C1=O (stereo not drawn)	-5	8	-7	2	-8	-21	-5	8
O=C(NCc1ccc2c(c1)OCO2)C1CCN(S(=O)(=O)c2cccs2)CC1	-3	-8	-7	0	-10	-10	0	8
COc1ccc(NC(=O)C(c2ccccc2)c2ccccc2)cn1	-6	-4	-12	-1	-8	-16	16	10
CCn1c(OC)nc2c1c(=O)n(C)c(=O)n2C	-7	-6	3	2	4	-9	-6	11
N#Cc1ccc(N2Cc3ccccc3/C2=N/C(=O)Nc2ccc(Cl)cc2)cc1	10	1	6	4	4	5	-7	-5
CC(Sc1nnc(NCc2ccccc2)s1)C(=O)Nc1ccc2c(c1)C(=O)c1ccccc1C2=O (stereo not drawn)	15	4	7	-7	14	6	10	12
CCOc1ccc(OCC)c(-c2c(=O)n(OCc3ccc(C(C)(C)C)cc3)c3ccccc3[n+]2[O-])c1	20	2	-7	6	-2	22	4	27
O=C1c2cccc3cccc(c23)C(=O)N1c1nncs1	1	5	3	1	-13	-13	-2	-444
CCCS(=O)(=O)c1c(S(=O)(=O)CCC)c2ccc(C(N)=O)cn2c1C(=O)c1ccc(OC)cc1	4	-6	-10	3	-1	-1	-6	15
COc1cc(C2N(c3ccccc3)CCN2c2ccccc2)cc(OC)c1OC	17	-5	1	2	7	17	-2	8
O=C(NCCc1ccccc1)C(=O)c1c(-c2ccccc2)[nH]c2ccccc12	9	9	-2	2	-6	-2	-2	19
O=C(COC(=O)/C=C/c1ccc(F)cc1)Nc1ccc(S(=O)(=O)N2CCOCC2)cc1	4	-1	10	1	6	11	-1	7
N#CCCN(C(=O)Cn1nc(C(=O)O)c2ccccc2c1=O)c1ccccc1	9	-10	-7	3	-25	-20	-2	3
CC(=O)Nc1ccc(S(=O)(=O)NCCc2csc(-c3cccnc3)n2)cc1	0	-4	3	-2	-5	3	-9	-14
CCn1ccnc1CN1CCc2c([nH]c3ccccc23)C1C1CCCCC1 (stereo not drawn)	6	0	5	-5	22	-16	-8	7
CC(=O)Oc1c(C(C)C)cc(N(C(C)=O)c2ccccc2)cc1C(C)C	-8	5	5	-1	-11	4	-3	17
O=C(Cn1nc(-c2ccccc2)c2ccccc2c1=O)Nc1ccc2c(c1)nc1n2CCOC1	11	2	-6	0	1	-9	0	3
CCOc1nc(-c2ccccc2)ccc1-c1noc(-c2ccco2)n1	-3	5	-1	-40	0	-9	-2	-135
O=C(OCc1ccccc1)Oc1cncc(C(=O)O)c1	-6	9	-8	2	-14	-10	-8	6
CCCn1c(N)c(N(CCOC)C(=O)c2ccc([N+](=O)[O-])cc2Cl)c(=O)[nH]c1=O	6	2	9	1	9	-8	-1	4
